From PubChem
ALOX12 inh – blocks human arachidonate 12S-lipoxygenase; P18054; purified 12hLO, xylenol orange hydroperoxide absorbance; Potency, µM (doses to about 108 µM), without a hit: top-dose activity change, negative = inhibition, usual class: inhibitors; hit rate 1.1% among 580,000; AID 1671190; also: % is scaled to controls: 0 for no effect and ±100 for the full control effect
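Purified human 12hLO at 150 nM in 25 mM Hepes, 0.01% Triton X-100, pH 7.0, preincubated 15 min at room temperature with compound. Reaction started with 40 uM arachidonic acid, 30 min at room temperature. Hydroperoxide measured by Fe-xylenol orange, 573/405 nm absorbance ratio.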
Vif-A3G inh – blocks the Vif interaction with human APOBEC3G; Q9HC16; Potency, µM (top dose mostly 46.1 µM), without a hit: top-dose activity, negative = active, hits mostly inhibitors; hit rate 0.076% among 410,000; AID 602310; HeLa A3G-eYFP + Vif (tagged APOBEC3G with the HIV-1 protein that degrades it), YFP fluorescence, overnight;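 also: % is scaled to controls: 0 for no effect and ±100 for the full control effect; nearly all actives have a fitted effect of over 60% in size; hits raise eYFP signal because A3G escapes Vif-driven loss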
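Read-out is eYFP fluorescence (Ex 488/Em 500-530) from Vif-expressing HeLa A3G-eYFP cells; more signal means A3G escaped Vif-mediated degradation. Cells plated overnight, compound pinned in, incubated overnight at 37 deg C.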
USP1-UAF1 inh – USP1/UAF1 (human) deubiquitinase inhibition | AID 743255 | recombinant USP1/UAF1, Ub-Rhodamine cleavage fluorescence | O94782 | hit rate 0.23% among 390,000 | Potency, µM (top dose mostly 57.1 µM), for inactives: top-dose activity change, negative = inhibition, hits mostly inhibitors; also: % is scaled to controls: 0 for no effect and ±100 for the full control effect; nearly all actives have a fitted effect of over 60% in size; inactives centre near -12
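USP1/UAF1 complex at 1 nM was preincubated with compound for 15 min at room temperature, then Ub-Rho substrate (150nM final) was added. Fluorescence (480/540 nm) was read kinetically, 6 reads every 60 seconds.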
TrxR1 inh – inhibitors of rat thioredoxin reductase 1. O89049. recombinant rTrxR1, NADPH fluorescence consumption, selenite substrate. Potency, µM (top dose mostly 114 µM), inactives show at the highest dose activity change, negative = inhibition, actives largely listed as inhibitors. hit rate 1% among 390,000. AID 588453; also: % is scaled to controls: 0 for no effect and ±100 for the full control effect; nearly all actives have a fitted effect of over 65% in size
Target sequence (O89049 whole entry, looked up): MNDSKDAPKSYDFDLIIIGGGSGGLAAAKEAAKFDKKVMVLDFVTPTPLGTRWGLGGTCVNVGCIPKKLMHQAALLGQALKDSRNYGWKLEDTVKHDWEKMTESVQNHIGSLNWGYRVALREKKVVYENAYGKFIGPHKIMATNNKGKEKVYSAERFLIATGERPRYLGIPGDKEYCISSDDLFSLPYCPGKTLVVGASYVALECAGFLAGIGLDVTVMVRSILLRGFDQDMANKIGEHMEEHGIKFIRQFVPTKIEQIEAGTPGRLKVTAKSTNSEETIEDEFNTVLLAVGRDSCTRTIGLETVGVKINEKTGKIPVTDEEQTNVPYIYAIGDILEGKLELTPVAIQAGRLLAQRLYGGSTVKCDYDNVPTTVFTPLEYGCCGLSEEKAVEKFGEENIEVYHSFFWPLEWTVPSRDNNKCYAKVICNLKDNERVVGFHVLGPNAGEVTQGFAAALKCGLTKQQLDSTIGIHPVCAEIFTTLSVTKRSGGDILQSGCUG
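Rat TrxR1 (90 nM in the dispensed reagent) was pre-reduced with 400 uM NADPH for 5 min at room temperature, then incubated with compound for 15 min. After 400 uM selenite was added, NADPH fluorescence (Ex 340/Em 450 nm) was followed for 8 min.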
RGS4 inhibitor – human RGS4 inhibition | P49798 | Transcreener GDP fluorescence polarization, RGS4-accelerated GTP hydrolysis | Potency, µM (titrated, usually from 114 µM), without a hit: top-dose activity change, negative = inhibition, usual class: inhibitors | hit rate 0.039% among 390,000; also: % is scaled to controls: 0 for no effect and ±100 for the full control effect; nearly all actives have a fitted effect of over 75% in size; some results filed as inactive show a strong effect at the top dose
Target sequence (P49798 whole entry, looked up): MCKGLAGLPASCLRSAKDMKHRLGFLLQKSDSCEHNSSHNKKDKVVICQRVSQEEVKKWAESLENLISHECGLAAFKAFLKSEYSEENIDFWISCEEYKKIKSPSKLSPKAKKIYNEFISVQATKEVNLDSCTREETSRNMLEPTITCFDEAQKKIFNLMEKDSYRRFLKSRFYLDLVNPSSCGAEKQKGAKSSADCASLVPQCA
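MLSMR compounds (23 nl, pin-transferred) preincubated 10 min at room temperature with a 500nM (2x) first reagent, then RGS4 at 900nM (2x) plus Transcreener GDP mix added; fluorescence polarization (620/688 nm) read before and after 90 min at 30 °C.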
TrxR1 substrate – is turned over as a substrate by rat TrxR1; purified TrxR1 substrate turnover, NADPH consumption readout; hit rate 0.01% among 390,000; AID 588456; O89049; Potency, µM (titrated, usually from 114 µM), inactives show at the highest dose activity change, negative = substrate turnover; also: % is scaled to controls: 0 for no effect and ±100 for the full control effect; nearly all actives have a fitted effect of over 50% in size
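Rat TrxR1, dispensed at 90 nM, was prereduced with 400 uM NADPH (final) for 5 min at ~22 deg C, then incubated with compound 15 min before 400 uM selenite. A first-read NADPH fluorescence drop versus no-compound background flagged substrates.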
RXFP1 agonist – RXFP1 (human) receptor agonism. AID 2676. HEK293T-RXFP1 cAMP TR-FRET, 30 min; response scale: percent of porcine relaxin response, buffer zero. hit rate 0.3% among 370,000. Q9HBX9. Potency, µM (series often up to 57.5 µM), inactives show at the highest dose activation, most hits filed as activators; also: % is scaled to controls: 0 for no effect and ±100 for the full control effect; nearly all actives have a fitted effect of over 60% in size; many of its hits are not listed in these tables
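HEK293T cells stably expressing RXFP1 were pretreated with the PDE4 inhibitor Ro 20174, exposed to compounds for 30 min at 37C, lysed, and cAMP was read by TR-FRET. Data normalized to buffer (basal) and 29 nM porcine relaxin (100%).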
Vif-A3F inh – blocks the Vif interaction with APOBEC3F. HeLa A3F-eYFP + Vif (tagged APOBEC3F with the HIV-1 protein that degrades it), YFP fluorescence increase. Potency, µM (doses to about 46.1 µM), inactives show top-dose activity, negative = active. hit rate 0.2% among 390,000. AID 602313; also: % of control where 0% means no effect; nearly all actives have a fitted effect of over 65% in size
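HeLa cells stably expressing A3F-eYFP plus Vif, plated and incubated overnight at 37 deg C, then exposed to compounds overnight at 37 deg C. Blocked degradation read as raised yellow fluorescence (Ex 488/Em 500-530).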
IDH1 R132H inh – blocks human mutant IDH1 R132H enzyme; IDH1-R132H enzyme, NADPH consumption, diaphorase/resazurin fluorescence; Potency, µM (titrated, usually from 76.6 µM), without a hit: at the top dose activity change, negative = inhibition, usual class: inhibitors; hit rate 0.093% among 390,000; also: % is scaled to controls: 0 for no effect and ±100 for the full control effect; nearly all actives have a fitted effect of over 65% in size
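IDH1-R132H (0.5 ug/mL) preincubated 30 min with compound, then NADPH (0.016 mM) and alpha-KG (2 mM) added; 80 min at RT, pH 7.5. Remaining NADPH coupled via diaphorase/resazurin to fluorescence (540/590 nm); concentration-response curves normalized to no-enzyme control.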
Active calls of the source: *; ? = inconclusive; . = no result given; & = joins results of further samples; [ ] = another dose, or the depositor's remark. Calls follow the shape of the dose curve; as a rule, active = well fitted curve in the direction sought with a large enough effect; inconclusive = small, poorly fitted or top-dose-only effect, or another doubt; inactive = no such curve, though single readings can be large; an effect the other way counts as inactive or inconclusive. Potency is read from the fitted curve at half-maximal effect.

item	mol	ALOX12 inh	Vif-A3G inh	USP1-UAF1 inh	TrxR1 inh	RGS4 inhibitor	TrxR1 substrate	RXFP1 agonist	Vif-A3F inh	IDH1 R132H inh
1	Cc1nccn1Cc1ccc(Cl)nc1	-17.0%	-0.8%	-1.2%	24.0%[57.1 µM]	-5.2%	-0.3%[57.1 µM]	-1.2%	-6.3%	22.4%
2	O=c1c2ccccc2[nH]c(=S)n1-c1cccc(Cl)c1	-7.6%	0.3%	-24.6%	.	.	.	.	-2.7%	-2.6%
3	CCOc1cc2c(cc1OCC)-n1cccc1C(c1cccc(OCC)c1O)NC2 (stereo unspecified)	?	4.1%	-13.9%	-4.7%[11.4 µM]	-1.0%	-3.8%[57.1 µM]	1.4%	1.6%	1.4%
4	COC(=O)c1ccc(COc2cc(C)cc3oc(=O)c4c(c23)CCCC4)o1	?	-7.1%	-6.5%	41.3%[activator]	19.3%	32.2%[activator]	4.8%	-7.1%	8.0%
5	CCCN1CCC2(CC1)NC(CO)(CO)CO2	?	0.1%	-13.4%	-1.6%	12.1%	2.0%	0.1%	.	8.2%
6	COc1ccccc1N1CCN(C(=O)c2cc3c(-c4ccccc4F)nn(C)c3s2)CC1	-9.9%&4.4%	0.6%	?	18.3%	-13.2%	4.9%	-0.1%	2.8%	0.4%
7	CN1CCN(c2ccc(NC(=O)Oc3ccccc3)cc2)CC1	-17.3%	-6.8%	-0.1%	18.8%	20.6%	-0.4%	-0.7%	-1.9%	14.6%
8	C[C@H](NC(=O)N1C[C@H]2C[C@@H](C1)c1cccc(=O)n1C2)C(=O)Nc1ccccc1F	10.4%	-0.3%	-8.3%	16.3%	-7.4%	5.6%	-0.1%	3.3%	-6.7%
9	Cc1cc(OCc2nn[nH]n2)c2c3c(c(=O)oc2c1)CCC3	-6.9%	-1.1%	-26.7%	33.8%	19.0%	440.6%[activator]	2.8%	2.0%	1.0%
10	COC(=O)C(O)(c1cn(C)c2ccccc12)C(F)(F)F (stereo unspecified)	26.9%	-7.1%	-16.7%	-14.8%[57.1 µM]	17.6%	-15.9%[57.1 µM]	-0.8%	-1.4%	5.4%
11	COc1cc(/C=C(/C)[N+](=O)[O-])ccc1OCc1ccccc1Cl	.	-26.1%	?	?	?	-1.4%	-3.6%	13.7%	46.5µM*
12	O=C(Cc1c(Cl)cccc1Cl)N1CCN(Cc2ccccc2)CC1	-55.6%	0.0%	-9.1%	37.8%[0.0914 µM]	21.1%	10.1%[57.1 µM]	-2.4%	7.3%	5.8%
13	CCOC(=O)c1ccc(NC(=O)CSc2nc3c(cc2C#N)N2CCC3CC2)cc1	?	-1.4%	-26.7%	10.2%	-17.0%	57.0%[activator]	26.6%	-0.3%	10.3%
14	O=C(N1CCCCCC1)N1CC1	-2.2%	3.5%	-5.3%	4.5%[57.1 µM]	1.8%	8.5%[57.1 µM]	.	6.8%	0.0%
15	O=C(Cn1nc(-c2ccc(Cl)cc2)ccc1=O)N1CCC2(CC1)OCCO2	-26.5%	-7.4%	-20.9%	23.9%	-9.4%	6.9%	4.2%	4.1%	2.9%
16	Fc1ccc(N2CCN(Cc3ccc4c(c3)OCO4)CC2)cc1	?	-0.4%	-22.5%	8.5%	-7.5%	6.8%	0.7%	8.0%	1.4%
17	CCOC(=O)C1SC2(C(F)F)CC1(O)c1c(c(OC)c3occc3c1OC)O2 (stereo unspecified)	8.7%	-3.2%	-21.1%	-0.9%[2.29 µM]	9.9%	0.5%[2.29 µM]	1.3%	-3.7%	2.7%
18	Cc1nn(Cc2ccccc2)c(C)c1C(=O)O	4.1%	1.2%	-18.5%	14.5%	9.3%	1.9%	0.9%	11.9%	-2.8%
19	Cc1ccc(-c2nc3ccc(C)cn3c2CC(=O)N(C)C)cc1	-17.2%	1.3%	-8.4%	-8.8%	1.5%	90.4%[activator]	.	-1.8%	2.4%
20	CC1=CC(=C2C(=O)NC(=O)NC2=O)C=C(C(F)(F)F)N1C(C)C	-5.3%	-1.5%	1.2%	3.3%	-17.0%	-5.5%	0.1%	-2.2%	-2.3%
21	Cc1ccccc1C(=O)N1Cc2ccccc2-n2nncc2C1	?	0.4%	-13.1%	.	.	.	.	-0.9%	0.0%
22	CCC1(O)CCC2C3CCC4=CC(=O)CCC4C3CCC21CC (stereo unspecified)	1.1%	0.5%	-19.7%	16.8%	-22.7%	9.8%	.	4.3%	-2.6%
23	COC(=O)C1=C(c2ccccc2OCc2ccccc2)C[C@@H]2CC[C@H]1N2C(=O)NCc1ccc(C(F)(F)F)cc1	6.7%	-0.9%	?	22.5%	?	0.8%	0.0%	-0.2%	1.6%
24	CN1CCN(Cc2cn(C)c3ccccc23)CC1CCO (stereo unspecified)	?	-2.4%	-4.0%	-3.6%	21.6%	-2.2%	-1.7%	-11.4%	-12.7%
25	O=C(NC[P+](=O)O)OCc1ccccc1	-58.5%	1.6%	-16.8%	10.5%	-18.0%	3.8%	0.0%	-2.4%	3.7%
26	CCOP(=O)(Nc1ccc2c(c1)C(=NNC(N)=S)c1ccccc1-2)OCC	22.4µM*	?	-15.5%	?	-53.9%	-18.6%	.	-11.6%	-8.8%
27	C=C1C(C)C2C(Cc3ccccc3)NC(=O)C23C(OC(C)=O)C=CC(C)(O)CC(C)CC=CC3C1O (stereo unspecified)	-0.6%	-6.5%	-17.7%	17.4%[57.1 µM]	-19.6%	14.8%[57.1 µM]	.	-4.6%	3.3%
28	Cn1c(O)c(C2=NNC(c3ccc(Cl)cc3)C2)c(=O)n(C)c1=O (stereo unspecified)	-3.1%	-5.6%	?	18.6%[57.1 µM]	-8.5%	6.3%[57.1 µM]	0.6%	2.5%	6.2%
29	Cn1cc(C=C2C(=O)NC(=O)NC2=O)c2ccccc21	0.0%	-6.4%	28.2µM*	7.6%	-40.6%	11.3%[57.1 µM]	-0.7%	4.3%	5.0%
30	CCN(C(=O)COC(=O)C(O)(c1ccccc1)c1ccccc1)c1c(N)n(Cc2ccccc2)c(=O)[nH]c1=O	-18.8%	-1.3%	-11.6%	9.8%	5.6%	-0.2%	-0.2%	-8.8%	0.0%
31	COC(=O)c1ccccc1OP(=O)(c1cccc([N+](=O)[O-])c1)c1cccc([N+](=O)[O-])c1	?	-2.3%	-3.6%	9.2%[57.1 µM]	6.4%	9.8%[57.1 µM]	1.8%	1.6%	1.3%
32	Cc1c(C(c2ccc(O)cc2)c2c(O)c3ccccc3oc2=O)c(=O)n(-c2ccccc2)n1C (stereo unspecified)	?	1.0%&-0.1%	2.7%&-0.9%	?	11.4%&-9.5%	-5.6%&-16.4%	1.2%&1.9%	5.2%&-1.8%	-15.5%&-6.9%
33	COC(=O)c1ccccc1NC(=O)c1cccn(Cc2cccc(Cl)c2)c1=O	-6.5%	0.2%	-24.9%	11.5%[57.1 µM]	19.1%	-3.8%[57.1 µM]	0.4%	1.8%	-2.9%
34	COc1ccccc1C(=O)Nc1ccc2c(c1)CC1(C(=O)N(C)C(=O)N(C)C1=O)C1CCCN21 (stereo unspecified)	-13.2%	-7.1%	-15.3%	-9.5%	-29.1%	-1.0%	0.1%	3.4%	-5.5%
35	Cc1ccc(OCC(=O)N2CCN(Cc3ccc4c(c3)OCO4)CC2)cc1	?	-2.7%	0.4%	15.3%[57.1 µM]	?	3.6%[57.1 µM]	2.1%	4.8%	0.0%
36	CCS(=O)(=O)NCc1nnc2n1-c1ccc(Br)cc1C(c1ccccc1Cl)=NC2	0.0%	-0.5%	-3.1%	16.7%	21.4%	-4.1%	.	-4.6%	1.4%
37	COc1ccc(NC2=NCCCS2)cc1OC	0.8%	1.0%	?	20.0%	5.4%	3.9%	1.2%	-2.1%	8.3%
38	CC(=O)C1CCC2C3C(N4CC4)CC4=CC(=O)CCC4(C)C3CCC12C (stereo unspecified)	?	1.9%	-13.5%	-29.3%	-13.2%	-6.4%	.	-1.6%	2.0%
39	Cn1c(=O)[nH]c2nncnc2c1=O	-4.3%	-0.5%	?	8.5%	-4.7%	-3.4%	.	-15.7%	2.6%
40	N#C/C=C/C#N	-18.8%	3.3%	-13.8%	16.0%	-7.1%	4.5%	1.4%	1.1%	5.8%
41	CC(N)Cc1c[nH]c2cc3c(cc12)OCCO3 (stereo unspecified)	0.0%	-0.8%	-4.6%	2.6%[57.1 µM]	-8.2%	-6.6%	2.1%	-0.3%	-3.8%
42	CCN(CC)C(=O)N[C@H]1C[C@@H]2c3cccc4[nH]cc(c34)C[C@H]2N(C)C1	1.3%	-1.8%	-6.1%	8.9%	17.4%	1.4%	-0.5%	-3.7%	22.7%
43	CCOC(=O)C1(c2ccccc2)CCN(CC(=O)Nc2ccc(C)cc2)CC1	-50.9%	0.0%	-13.5%	10.3%	-10.4%[56.9 µM]	-5.8%	5.5%	-3.5%	-0.6%

An excerpt; the hit share may differ from the screen's.
